Screening results (PubChem)
Giardia killer: Giardia lamblia killing | Giardia lamblia trophozoite viability | activity change, % at 7.66 µM, hits read low | actives 0.15% (n = 340,000) | AID 540267; in the data active = activity change below about -80%; inconclusive = between about -30% and that limit;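 also: parasites exposed to compound for two days anaerobically before the ATP read; % is scaled to controls: 0 for no effect and ±100 for the full control effect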
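Luminescent ATP signal served as the viability read-out, measured 15-30 min after adding ATP detection reagent to trophozoites that had been incubated with compounds for 48 hrs at 37 deg C anaerobically at 100 cells/well.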
ASM inhibitor: human S-ASM enzyme inhibition; P17405; placental ASM, HMU-PC fluorogenic substrate, 60 min; Potency, µM (series often up to 57.5 µM), inactives show at the highest dose activity change, negative = inhibition, actives largely listed as inhibitors; actives 0.006% (n = 340,000); AID 504937; also: potency is read from the fitted curve at half-maximal effect
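HMU-PC0 cleavage (9 uM final) by human placental ASM, 60 min at 37 °C following 10 min compound exposure at RT; stopped at pH 10, fluorescence Ex 386/Em 447 nm.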
TSG101-PTAP inh: blocks PTAP/TSG101 interaction to inhibit HIV-1 budding. Q99816. Fluorescence polarization, FITC-PTAP peptide / Tsg101 binding. Potency, µM (top dose mostly 115 µM), for the others: at the highest dose activity change, negative = inhibition, hits mostly inhibitors. 340,000 tested, under 10 active. AID 493005; active = well fitted inhibition curve with a large enough effect in the main read-out, with a control signal flat, not every such curve was filed as active; inconclusive = small, poorly fitted or top-dose-only effect, or effect the other way, or a change in a side signal; inactive = no such curve, though single readings can be large or run the other way; also: potency is read from the fitted curve at half-maximal effect; % of control where 0% means no effect
Target sequence (Q99816 whole entry, looked up): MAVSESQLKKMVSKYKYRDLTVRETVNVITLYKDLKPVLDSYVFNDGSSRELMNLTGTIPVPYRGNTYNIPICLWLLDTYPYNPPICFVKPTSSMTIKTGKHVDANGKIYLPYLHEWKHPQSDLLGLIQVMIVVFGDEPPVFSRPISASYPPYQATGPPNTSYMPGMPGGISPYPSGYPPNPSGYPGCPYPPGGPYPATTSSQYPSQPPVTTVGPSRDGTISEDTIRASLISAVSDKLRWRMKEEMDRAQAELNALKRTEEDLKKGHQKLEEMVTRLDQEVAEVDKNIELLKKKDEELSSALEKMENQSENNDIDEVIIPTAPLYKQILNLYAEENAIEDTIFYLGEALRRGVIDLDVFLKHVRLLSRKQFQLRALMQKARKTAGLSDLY
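Fluorescence anisotropy tracks displacement of a FITC-tagged PTAP peptide (50 nM) from the Tsg101 binding domain (10 uM), following a 20 min room-temperature incubation at pH 7.5.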
a7 integrin act: integrin-mediated muscular dystrophy alleviation activation. alpha7betagal myoblasts, beta-gal FDG fluorescence, 48 h. Potency, µM (titrated, usually from 38.3 µM), inactives show at the top dose activation, most hits filed as activators. actives 0.064% (n = 350,000);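 also: potency is read from the fitted curve at half-maximal effect; 100% = response of the positive control SU9516; nearly all actives have a fitted effect of over 60% in size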
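Alpha7betagal+/- myoblasts (passage 13) were plated 16-24 hr, then exposed to compounds (1:260 dilution of DMSO stock) for 48 hours at 37C. After MPER lysis, β-galactosidase reporter activity was read as FDG fluorescence (ex 480/em 540) after 30 minutes.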
Menin-MLL TR inh: inhibitors of human menin-MLL interaction, mutant MLL peptide. AID 1768. actives 0.23% (n = 270,000). O00255. Potency, µM (series often up to 61.6 µM), inactives show at the top dose FP activity change, negative = inhibition, actives largely listed as inhibitors. Menin + Texas Red MLL mutant peptide, fluorescence polarization; active = well fitted inhibition curve with a large enough effect in the polarisation, with a control signal flat, not every such curve was filed as active; inconclusive = small, poorly fitted or top-dose-only effect, or effect the other way, or a change in a side signal; inactive = no such curve, though single readings can be large or run the other way; the % refers to the polarisation; also: potency is read from the fitted curve at half-maximal effect; % of control where 0% means no effect; many of its hits are not listed in these tables
BCR signal inh: chronic active BCR signaling inhibition; ABC-DLBCL IkBa-CBG/CBR reporter, luminescence ratio, 4 h; Potency, µM (doses to about 46.1 µM), for the others: top-dose ratio change, negative = lower green/red ratio, usual class: inhibitors; actives 0.05% (n = 340,000); AID 493014; active = well fitted inhibition curve with a large enough effect in the signal ratio, with a control signal flat, not every such curve was filed as active; inconclusive = small, poorly fitted or top-dose-only effect, or effect the other way, or a change in a side signal; the % refers to the signal ratio;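 also: potency is read from the fitted curve at half-maximal effect; plate controls were basal doxycycline-induced cells for no effect and cells given 10 µM MG132 for full effect; MG132 reads +100%, hits lower the ratio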
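Compounds up to 46 uM were incubated four hours with TMD8 cells whose green CBG68 luciferase is fused to IkappaBalpha; red CBR luminescence normalised the signal, and concentration-effect curves were fitted to fusion, red and ratio data.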
B2AR arrestin: recruits beta-arrestin to the human beta2-adrenergic receptor; beta-arrestin recruitment to beta2AR, cell-based reporter; Potency, µM (doses to about 46.1 µM), without a hit: top-dose activation, hits mostly activators; actives 0.02% (n = 330,000);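 also: potency is read from the fitted curve at half-maximal effect; 0% = DMSO controls and full agonism = EC100 isoproterenol or metaproterenol; nearly all actives have a fitted effect of over 65% in size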
Tb PFK block: inhibitors of T. brucei phosphofructokinase. T. brucei PFK, ADP-Glo luminescence. Potency, µM (top dose mostly 57.5 µM), for inactives: at the highest dose activity, negative = inhibition, hits mostly inhibitors. actives 0.17% (n = 330,000);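 also: potency is read from the fitted curve at half-maximal effect; 0% = uninhibited 1x PFK enzyme wells and -100% = no-enzyme wells; nearly all actives have a fitted effect of over 60% in size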
Target sequence (O15648 whole entry, looked up): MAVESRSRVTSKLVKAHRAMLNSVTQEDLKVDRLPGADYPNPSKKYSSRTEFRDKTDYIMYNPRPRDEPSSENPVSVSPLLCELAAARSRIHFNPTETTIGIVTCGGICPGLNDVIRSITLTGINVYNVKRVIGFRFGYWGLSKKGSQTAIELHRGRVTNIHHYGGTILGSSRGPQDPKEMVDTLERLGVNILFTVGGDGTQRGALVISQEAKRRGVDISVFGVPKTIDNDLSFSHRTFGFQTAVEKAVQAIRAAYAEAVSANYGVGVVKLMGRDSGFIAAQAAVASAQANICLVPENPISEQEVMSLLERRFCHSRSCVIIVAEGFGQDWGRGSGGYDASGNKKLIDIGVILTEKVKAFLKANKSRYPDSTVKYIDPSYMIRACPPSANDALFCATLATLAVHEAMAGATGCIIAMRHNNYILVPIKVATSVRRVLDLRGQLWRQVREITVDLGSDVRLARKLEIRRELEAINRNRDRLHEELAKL
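Luminescent ADP detection (ADP-Glo, two-step: ATP depletion then ADP-to-ATP conversion for luciferase) reported PFK activity after 45 min room-temperature reaction of 1.25 nM enzyme with 0.5 mM F6P and 0.1 mM ATP at pH 8.0.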
GALK inhibitor: inhibitors of human galactokinase | actives 0.007% (n = 270,000) | Potency, µM (series often up to 57.5 µM), inactives show at the highest dose activity change, negative = inhibition, usual class: inhibitors | Purified GALK, Kinase-Glo residual ATP luminescence | AID 1868; also: potency is read from the fitted curve at half-maximal effect; % is scaled to controls: 0 for no effect and ±100 for the full control effect
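Kinase-Glo Plus luminescence measured ATP left after a 1 h room-temperature reaction. The reaction used 5 nM GALK, 100 uM galactose and 35 uM ATP at pH 8.0 (20 mM HEPES, 5 mM MgCl2, 60 mM NaCl, 1 mM DTT, 0.01% BSA).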
PKM2 activator: activators of human pyruvate kinase M2; P14618; purified PKM2, Kinase-Glo ATP luminescence, activation; response scale: 0% is enzyme alone, no compound; Potency, µM (series often up to 57.5 µM), for inactives: at the top dose activation, most hits filed as activators; actives 0.34% (n = 260,000); AID 1631; also: potency is read from the fitted curve at half-maximal effect; % is scaled to controls: 0 for no effect and ±100 for the full control effect; nearly all actives have a fitted effect of over 55% in size
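Purified hPK-M2 (>95%) run at intermediate activity with 0.1 mM ADP and 0.5 mM PEP in 50 mM imidazole pH 7.2, KCl, MgCl2; 1 h room temperature. ATP formed read by Kinase-Glo luminescence; normalized to uninhibited and no-enzyme controls.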
Coupling enz: counter-screen for Giardia aldolase inhibitors: coupling enzyme system; activity change, negative = inhibition, % at 58.2 µM, hits read low; coupling enzyme system counterscreen, AmpLite Red fluorescence; AID 2472; actives 0.67% (n = 290,000); in the data active = activity change below about -30%; also: % is scaled to controls: 0 for no effect and ±100 for the full control effect
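Counterscreen lacking aldolase: glyceraldehyde-3-phosphate coupling-enzyme reagent preincubated 10 min at RT with compound (at 57.5 uM final), then substrate/coupling system with AmpLite Red added; fluorescence read at 525/598 nm after 20 min RT.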
* marks the source's active call; other numbers are inactive results; ? = inconclusive; / = no result given. Unless noted, calls follow the shape of the dose curve; as a rule, active = well fitted curve in the direction sought with a large enough effect; inconclusive = small, poorly fitted or top-dose-only effect, or another doubt; inactive = no such curve, though single readings can be large; an effect the other way counts as inactive or inconclusive. These rows are one share of the data; rates above refer to the full screens.

SMILES	Giardia killer	ASM inhibitor	TSG101-PTAP inh	a7 integrin act	Menin-MLL TR inh	BCR signal inh	B2AR arrestin	Tb PFK block	GALK inhibitor	PKM2 activator	Coupling enz
CCN(CC)CC(O)c1cccn1-c1ccc(CNC(=O)NC(C)C)cc1 (centres undefined)	7	-1%	-2%	1%	-1%	4%	0.1%	4%	-1%	1%	3
CC(=O)c1cnc(Nc2nc(C)c3cc(C)c(C)cc3n2)nc1C	6	3%	-1%	7%	10%	-1%	-0.1%	-2%	3%	-9%	5
CCn1c(SCC(=O)NNC(=O)c2ccc(C)cc2)nnc1C1CC1	-14	3%	-3%	8%	3%	-3%	0.0%	-3%	8%	0%	-2
Cc1ccccc1OCC(O)CN1CCCCC1 (centres undefined)	14	5%	-4%	-22%	-14%	-2%	0.3%	-1%	2%	-13%	-11
COc1ccccc1-c1cc(C(=O)N/N=C/c2ccoc2)c2ccccc2n1	28	-3%	0%	-20%	26%	-1%	0.4%	-3%	7%	4%	7
Cc1cccc(C(=O)N2CCCC(N3CCN(c4cccc(Cl)c4)CC3)C2)n1 (centres undefined)	20	/	-9%	-8%	/	6%	-0.5%	-2%	2%	0%	/
Cc1ccc(S(=O)(=O)NCc2nc3ccccc3c(=O)n2N)cc1	-6	4%	-3%	7%	-12%	-5%	-0.1%	3%	-2%	-7%	-3
Cc1nc2scc(C)n2c(=O)c1S(=O)(=O)Nc1ccc(N2CCOCC2)c(Cl)c1	24	2%	-3%	39%	12%	4%	-0.4%	2%	-6%	/	0
O=C(O)c1ccc(CNCc2c(Cl)cccc2Cl)cc1	-15	3%	-10%	14%	14%	0%	-0.1%	0%	1%	0%	8
Cc1cc2c(cc1C)C(c1cccc([N+](=O)[O-])c1)CC(=O)N2 (centres undefined)	1	-3%	-3%	24%	-12%	-16%	-0.5%	1%	0%	2%	1
COc1ccc(CNC(=O)CCc2c[nH]c3ccccc23)cc1	-27	1%	-1%	-11%	6%	-8%	-0.3%	-2%	6%	0%	-2
O=C(O)CCCCCNC(=O)c1ccc(Br)cc1	12	-1%	-4%	10%	4%	10%	0.5%	-3%	3%	-4%	6
Cc1ccc(C)c(S(=O)(=O)NCCOc2nc(NC(C)C)nc(NC(C)C)n2)c1	-6	-1%	-7%	-28%	-11%	-1%	0.3%	-6%	1%	-2%	0
COc1ccc2nc(NC(=O)/C=C/c3ccc4c(c3)OCO4)sc2c1	/	/	/	/	13%	1%	-0.1%	19%	-4%	1%	5
Nc1nonc1C(=O)N/N=C/c1ccc(-c2cccc(C(=O)O)c2)o1	/	/	/	/	-20%	?	-0.4%	?	-4%	2%	1
COc1ccc(N2CCN(S(=O)(=O)c3ccc(OC)c(C(=O)N4CCOCC4)c3)CC2)cc1	3	-2%	0%	27%	1%	2%	-0.3%	2%	1%	3%	0
COc1ccc(-c2nnc3n2CCCCC3)cc1OC	-13	6%	-10%	14%	-7%	4%	0.3%	-2%	0%	1%	1
Cc1ccc(SCC(=O)N(C)C2CCS(=O)(=O)C2)c(C)c1 (centres undefined)	13	1%	3%	0%	/	0%	-0.8%	-1%	/	/	/
COc1cccc2cc(C(=O)N3CCN(c4ccccn4)CC3)c(=O)oc12	-22	2%	-10%	19%	/	6%	-0.9%	4%	-1%	-5%	3
Cc1nn2c(N3CCN(C(=O)c4ccco4)CC3)cc(C(C)(C)C)nc2c1-c1ccc(Cl)cc1	/	/	/	/	1%	7%	0.2%	1%	0%	8%	1
N#Cc1ccc(CSc2nnc(COc3ccccc3)n2-c2ccccc2)cc1	-7	-3%	0%	37%	?	-9%	-0.2%	1%	-2%	-1%	3
Cc1cccc(-c2cnn(-c3cccc([N+](=O)[O-])c3)c2N)c1	-3	-2%	-1%	41%	?	-21%	-0.2%	-3%	-1%	0%	-2
CC1(C)Cc2c(sc3nc(SCC(=O)O)[nH]c(=O)c23)CO1	-4	8%	-5%	0%	-5%	?	-0.8%	-1%	4%	-49%	6
O=C(COC(=O)CN1CCSC1=O)Nc1ccc(F)cc1Cl	-6	4%	-2%	22%	/	6%	-0.5%	0%	/	/	/
Cc1ccc(Nc2c(-c3ccccc3)nc3cnccn23)cc1	-14	18%	-6%	?	2%	18%	-0.1%	1%	1%	-1%	3

Exported bar-delimited: part of the list above.
mol | Giardia killer | ASM inhibitor | TSG101-PTAP inh | a7 integrin act | Menin-MLL TR inh | BCR signal inh | B2AR arrestin | Tb PFK block | GALK inhibitor | PKM2 activator | Coupling enz
COc1ccc(CNC(=O)CCc2c[nH]c3ccccc23)cc1 | -27 | 1% | -1% | -11% | 6% | -8% | -0.3% | -2% | 6% | 0% | -2
O=C(O)CCCCCNC(=O)c1ccc(Br)cc1 | 12 | -1% | -4% | 10% | 4% | 10% | 0.5% | -3% | 3% | -4% | 6
Cc1ccc(C)c(S(=O)(=O)NCCOc2nc(NC(C)C)nc(NC(C)C)n2)c1 | -6 | -1% | -7% | -28% | -11% | -1% | 0.3% | -6% | 1% | -2% | 0
COc1ccc2nc(NC(=O)/C=C/c3ccc4c(c3)OCO4)sc2c1 | / | / | / | / | 13% | 1% | -0.1% | 19% | -4% | 1% | 5
Nc1nonc1C(=O)N/N=C/c1ccc(-c2cccc(C(=O)O)c2)o1 | / | / | / | / | -20% | ? | -0.4% | ? | -4% | 2% | 1

(list continues)
SMILES	Giardia killer	ASM inhibitor	TSG101-PTAP inh	a7 integrin act	Menin-MLL TR inh	BCR signal inh	B2AR arrestin	Tb PFK block	GALK inhibitor	PKM2 activator	Coupling enz
Cn1c(=O)c2c(nc(NCCCO)n2Cc2cccc(Br)c2)n(C)c1=O	10	-5%	-7%	-1%	-17%	?	-0.1%	-13%	1%	5%	3
O=C(CCC1CCCCC1)NCCS(=O)(=O)N1CCN(c2ccccc2F)CC1	4	0%	-2%	-13%	/	?	0.2%	-6%	/	/	/
Nc1ccc(C(=O)N/N=C/c2ccccc2)cc1	12	-4%	-4%	-6%	15%	?	-0.9%	0%	0%	-1%	/
COc1ccc(CCNC(=O)COc2ncnc3cc([N+](=O)[O-])ccc23)cc1	-11	-1%	-4%	-11%	5%	1%	-0.3%	0%	0%	6%	-1
Cc1cc(NC(=O)COc2coc(CN3CCN(c4ccccc4F)CC3)cc2=O)no1	19	0%	1%	7%	/	2%	0.1%	-1%	/	/	/
CC1=NOC(=O)/C1=C/c1ccc2c(c1)OCO2	5	3%	?	24%	-19%	5%	0.2%	-2%	7%	0%	1
Cc1ccccc1OCC(=O)Nc1ccc(Cc2ccncc2)cc1	-10	-4%	-3%	-5%	8%	?	0.2%	-4%	2%	-21%	-4
COc1ccc(NC(=O)CCCSc2ccccc2)cc1	0	0%	-4%	3%	0%	1%	0.1%	-5%	8%	1%	-5
Cn1nc(-c2ccc(C(=O)O)cc2)c2ccccc2c1=O	7	1%	-4%	7%	2%	3%	0.0%	1%	1%	-3%	2
Cc1ccc2cc(CCNC(=O)c3ccc(S(=O)(=O)N4CCOCC4)cc3)c(=O)[nH]c2c1C	-14	-8%	-5%	-7%	-12%	5%	-0.1%	-1%	2%	2%	6
CCOc1cc(NC(=O)c2ccccc2[N+](=O)[O-])c(OCC)cc1NC(=O)CC(C)C	-21	-3%	-1%	-4%	4%	-8%	-1.0%	1%	/	0%	-7
CC(C)OC(=O)CSc1nnc(CNc2ccc(Cl)cc2)n1C	-4	5%	1%	?	-1%	6%	0.0%	-8%	-2%	-1%	0
CCc1cccc(NC(=O)CCc2c(C)nn(-c3ccc(N4CCCCC4)nn3)c2C)c1	8	-1%	-1%	20%	-11%	2%	0.6%	1%	-2%	-6%	2
CN(CC(=O)Nc1ccc(F)cc1)C(=O)COc1ccc(C(=O)c2ccccc2)cc1	5	-6%	1%	-20%	-17%	5%	-1.1%	7%	-3%	0%	2
